# TrxR1 substrate: qHTS Assay for Substrates of Mammalian Selenoprotein Thioredoxin Reductase 1 (TrxR1): qHTS. Thioredoxin reductase 1, cytoplasmic (Rattus norvegicus), O89049. purified TrxR1 substrate turnover, NADPH consumption readout. Potency, µM (highest dose often 114 µM), for the others: at the highest dose activity change, negative = substrate turnover. actives 0.01% (n = 390,000); also: potency is read from the fitted curve at half-maximal effect; % is scaled to controls: 0 for no effect and ±100 for the full control effect; nearly all actives have a fitted effect of over 50% in size
# Target sequence (O89049 whole entry, looked up): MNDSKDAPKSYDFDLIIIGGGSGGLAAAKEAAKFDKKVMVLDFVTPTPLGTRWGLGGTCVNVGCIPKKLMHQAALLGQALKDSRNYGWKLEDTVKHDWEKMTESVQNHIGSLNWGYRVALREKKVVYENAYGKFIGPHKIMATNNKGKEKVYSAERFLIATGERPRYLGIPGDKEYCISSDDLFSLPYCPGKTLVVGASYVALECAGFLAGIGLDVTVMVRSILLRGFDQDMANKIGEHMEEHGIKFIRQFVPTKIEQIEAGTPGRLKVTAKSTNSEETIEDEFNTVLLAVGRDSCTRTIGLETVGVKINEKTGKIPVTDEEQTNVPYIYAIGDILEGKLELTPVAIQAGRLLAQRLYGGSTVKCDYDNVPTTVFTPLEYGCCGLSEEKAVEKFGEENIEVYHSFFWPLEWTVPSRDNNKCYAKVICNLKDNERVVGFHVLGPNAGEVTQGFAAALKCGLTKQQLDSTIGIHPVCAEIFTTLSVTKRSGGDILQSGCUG
#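 Rat TrxR1, dispensed at 90 nM, was prereduced with 400 uM NADPH (final) for 5 min at ~22 deg C, then incubated with compound 15 min before 400 uM selenite. A first-read NADPH fluorescence drop versus no-compound background flagged substrates.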
# PI4K2A inh: qHTS for small molecular inhibitors of PI4K2A | Phosphatidylinositol 4-kinase type 2-alpha (Homo sapiens), Q9BTU6 | purified PI4K2A, ADP-Glo luminescence, 1 h; active compounds read low | activity change, negative = inhibition, % at 76.9 µM | actives 0.13% (n = 420,000); in the data active = activity change below about -50%; inconclusive = mostly about -30% to -49%;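 also: -100% = wells without enzyme as full effect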
#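 In this quantitative HTS, ADP production by PI4K2A was quantified luminescently after 1 h at ambient temperature; 100 microM adenosine served as plate-quality control.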
# rTrxR1 inhibitor: qHTS Assay for Inhibitors of Mammalian Selenoprotein Thioredoxin Reductase 1 (TrxR1): qHTS. actives 1% (n = 390,000). Potency, µM (titrated, usually from 114 µM), for the others: at the top dose activity change, negative = inhibition, usual class: inhibitors. recombinant rTrxR1, NADPH fluorescence consumption, selenite substrate; also: potency is read from the fitted curve at half-maximal effect; % is scaled to controls: 0 for no effect and ±100 for the full control effect; nearly all actives have a fitted effect of over 65% in size
#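 Rat TrxR1 (90 nM in the dispensed reagent) was pre-reduced with 400 uM NADPH for 5 min at room temperature, then incubated with compound for 15 min. After 400 uM selenite was added, NADPH fluorescence (Ex 340/Em 450 nm) was followed for 8 min.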
# D2 ag: HTS Assay for Allosteric Agonists of the Human D2 Dopamine Receptor: Primary Screen for Agonists | actives 0.53% (n = 340,000) | activation, % at 2 µM | AID 485358, 2010 | D(2) dopamine receptor (Homo sapiens), P14416 | HEK293 T-REx D2 cells, calcium flux agonist mode;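 active = activation over 3 SD above normal in the single-dose calcium agonist read, cut at about 30% in these data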; also: 0% is about no effect
#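 Agonism is scored from calcium flux in a force-coupled, inducible HEK293 cell line expressing D2, read kinetically for 180 s after compound addition against dopamine controls.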
# TRHR agonist: qHTS for Small Molecule Agonists and Allosteric Enhancers of Human TRH Receptor: Primary Screen for Agonists | TRHR cells, calcium flux fluo-8, FDSS agonist mode | activation, % at 2 µM | actives 0.18% (n = 360,000); in the data active = activation above about 30%; also: 0% is about no effect
#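 TRHR-expressing cells, plated overnight in medium with 10% serum, were loaded with fluo-8 calcium dye at room temperature. After a 10 s baseline, library compound was pin-added and calcium release was recorded kinetically (ex 480/em 530) as agonist response.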
# D2 antag: HTS Assay for Allosteric Antagonists of the Human D2 Dopamine Receptor: Primary Screen for Antagonists; actives 2% (n = 340,000); HEK293 TREx D2 cells, calcium flux, dopamine EC80; inhibition, % at 10 µM; in the data active = inhibition above about 30%; also: 0% is about no effect
#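 Calcium mobilization kinetics were recorded at 1 s intervals in tetracycline-induced HEK293 T-REx D2 cells, first for 180 s after compound addition and then 180 s after EC80 dopamine.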
# mIDH1 inhibitor: qHTS for Inhibitors of mutant isocitrate dehydrogenase 1 (IDH1): qHTS; actives 0.093% (n = 390,000); AID 602179, 2012; IDH1-R132H enzyme, NADPH consumption, diaphorase/resazurin fluorescence; Isocitrate dehydrogenase [NADP] cytoplasmic (Homo sapiens), O75874; Potency, µM (doses to about 76.6 µM), without a hit: top-dose activity change, negative = inhibition, most hits filed as inhibitors; also: potency is read from the fitted curve at half-maximal effect; % is scaled to controls: 0 for no effect and ±100 for the full control effect; nearly all actives have a fitted effect of over 65% in size
# Target sequence (O75874 whole entry R132H, stated change not applied): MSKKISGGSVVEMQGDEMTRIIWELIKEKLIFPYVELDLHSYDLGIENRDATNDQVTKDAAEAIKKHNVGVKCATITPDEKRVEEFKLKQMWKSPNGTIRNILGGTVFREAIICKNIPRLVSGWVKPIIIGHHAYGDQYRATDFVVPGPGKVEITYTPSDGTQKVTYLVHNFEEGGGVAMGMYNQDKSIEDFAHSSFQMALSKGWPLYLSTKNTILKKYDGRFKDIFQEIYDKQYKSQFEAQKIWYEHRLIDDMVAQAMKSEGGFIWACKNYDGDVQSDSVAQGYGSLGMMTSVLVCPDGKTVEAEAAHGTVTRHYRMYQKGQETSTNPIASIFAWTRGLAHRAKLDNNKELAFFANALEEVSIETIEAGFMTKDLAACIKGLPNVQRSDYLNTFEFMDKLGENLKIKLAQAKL
#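 IDH1-R132H (0.5 ug/mL dispensed) in pH 7.5 Tris buffer was preincubated 30 min with compound, then given a substrate mix of 0.016 mM NADPH and 2 mM alpha-KG for 80 min at room temperature; remaining NADPH was read by diaphorase/resazurin fluorescence.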
# TRHR PAM: qHTS for Small Molecule Agonists and Allosteric Enhancers of Human TRH Receptor: Primary Screen for Enhancers; Thyrotropin-releasing hormone receptor (Homo sapiens), P34981; TRHR cells, fluo-8 calcium fluorescence, EC20 TRH enhancement; enhancement, % at 2 µM; actives 0.66% (n = 360,000); in the data active = enhancement above about 30%; also: 0% is about no effect
#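 TRHR-expressing cells loaded with fluo-8 calcium dye were read kinetically (ex 480/em 530) during compound addition, then stimulated with an EC20 of TRH (10 nM final). Enhancement of the Gq-mediated intracellular calcium response was scored.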
# USP1 inh: Inhibitors of USP1/UAF1: Primary Screen; actives 0.23% (n = 390,000); Potency, µM (doses to about 57.1 µM), without a hit: at the top dose activity change, negative = inhibition, hits mostly inhibitors; recombinant USP1/UAF1, Ub-Rhodamine cleavage fluorescence; Ubiquitin carboxyl-terminal hydrolase 1 (Homo sapiens), O94782; also: potency is read from the fitted curve at half-maximal effect; % is scaled to controls: 0 for no effect and ±100 for the full control effect; nearly all actives have a fitted effect of over 60% in size; inactives centre near -12
#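 In this screen, compounds sit with the deubiquitinase complex (1nM) for 15 min at room temperature before Ub-Rho is added at 150nM final. Fluorescence rise is then followed for 6 reads every 60 seconds.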
# * = called active by the depositor; ? = inconclusive; · = not tested or not shown; [ ] = remark or other dose. Unless noted, calls follow the shape of the dose curve; as a rule, active = well fitted inhibition curve with a large enough effect; inconclusive = small, poorly fitted or top-dose-only effect; inactive = no such curve, though single readings can be large or run the other way.
SMILES,TrxR1 substrate,mIDH1 inhibitor,D2 antag,PI4K2A inh,TRHR agonist,TRHR PAM,rTrxR1 inhibitor,D2 ag,USP1 inh
COc1cc(C2C(N3C(=O)c4ccccc4C3=O)C(=O)N2c2cccc(C)c2)cc(OC)c1OC (stereo unspecified),·,·,-18,·,0.2,1,·,-4.8,·
COc1ccccc1/C=C/C=C1\Oc2c(ccc(O)c2CN2CCN(CCO)CC2)C1=O,1%,3%,·,-7,25,-4,25µM*,·,32µM*
CN1C(=O)CC(C(=O)O)SC1=Nc1cccc(C(F)(F)F)c1 (stereo unspecified),-3%,9%,·,5,0.5,-4,-10%,·,-19%
O=C(CCN1CCN(Cc2ccccc2)CC1)NNC(=O)Nc1cccc([N+](=O)[O-])c1,-7%,-2%,29,3,0.8,1,-6%,-1.1,-3%
COc1cc(NC(=O)Nn2cnnc2)cc(OC)c1OC,3%,-2%,10,9,1.3,1,8%,0.5,-10%
CC(=O)N[C@@H]1c2c(ccc3ccccc23)OC[C@@H]1COC(C)=O,-6%,-8%,5,2,0.1,14,2%,-0.2,-10%
Cc1c(C(=O)O)sc2[nH]c(=O)n(Cc3ccccc3)c(=O)c12,4%,10%,-17,2,0.1,2,6%,-0.3,-9%
CN(C)CCOc1ccc2ccccc2c1,-9%,1%,-5,3,0.7,4,-12%,-0.4,0%
Cc1ccc(Oc2cnc3ccccc3n2)cc1,1%,5%,-4,-10,1.2,-3,18%,1.1,-16%
CCOC(=O)c1cc(-c2ccc(F)cc2)n(CC(=O)NCc2ccc(OC)cc2)c1C,0%[57.1 µM],-10%,·,0,0.1,18,33%[57.1 µM],-0.2,-28%
COc1cccc(C2NC(=O)CCC2[N+](=O)[O-])c1OC (stereo unspecified),-2%,-3%,16,-5,0.4,8,-7%,1.1,-5%
COc1ccc2ccc(O)c(CN(C)CC(=O)Nc3ccccc3C(F)(F)F)c2c1,-6%[57.1 µM],3%,8,-1,0.4,4,8.9µM*,1.4,-14%
COCCNC(=O)c1cc(-c2ccccc2C)n(CC2CC(c3cccc([N+](=O)[O-])c3)=NO2)n1 (stereo unspecified),2%[57.1 µM],-7%,·,-2,·,·,16%[57.1 µM],·,15%
CN(CC(=O)Nc1cccc(F)c1)CC(=O)Nc1cccc([N+](=O)[O-])c1,5%[57.1 µM],9%,-12,-1,-0.4,3,9%[57.1 µM],0.1,-14%
COc1cc(/C=N/NC(=O)c2cc(-c3ccccc3)nc3ccccc23)cc(OC)c1O,1%,4%,18,-4,-0.2,-7,14%,0.9,-14%
O=C(Nc1ccc(F)cc1)Nc1nnc(-c2ccccc2)o1,3%,-8%,8,-4,0.1,0,11%,2.7,-2%
COC(=O)c1cc(F)c(-n2cncn2)c(F)c1,10%,11%,·,-3,·,·,20%,·,3%
Cc1nn(Cc2c(F)c(F)c(F)c(F)c2F)c(C)c1NC(=O)c1ccc(COc2ccccc2Cl)cc1,-6%,-2%,5,4,-0.1,-2,-10%,-0.5,-12%
CC1CCCCN1C(=S)Nc1ccc(OC(F)F)cc1 (stereo unspecified),7%[57.1 µM],4%,4,-4,0.1,18,3%[57.1 µM],1.1,0%
CCOC(=O)c1n[nH]c(=O)c2ccccc12,-8%[57.1 µM],-2%,-10,8,0.7,3,-14%[57.1 µM],0.9,-18%
CCN(CC)CCOc1nnc(-c2ccc(OC)cc2)c2ccccc12,-5%,-6%,0,-4,-0.2,-2,-8%,-0.2,-13%
c1ccc(C2Nc3ccccc3C3OCCCC23)cc1 (stereo unspecified),0%[57.1 µM],1%,9,-1,-0.8,5,-5%[57.1 µM],0.7,-21%
COc1ccc(-c2ccc(C#N)c(OC(=O)c3c(Cl)cccc3Cl)n2)cc1,489%[activator],2%,16,-6,0.3,3,313%[activator],-0.2,-15%
COCCn1c(SCC(=O)/C=C2\N(C)c3ccccc3C2(C)C)nnc1-c1ccncc1,-6%,-10%,6,2,0.3,2,-17%,-0.6,-2%
COc1ccc(S(=O)(=O)Nc2ccccc2C(F)(F)F)cc1,6%,-4%,3,-3,-1.0,5,8%,-0.6,-3%
CCCn1c(SCC(=O)NC23CC4CC(CC(C4)C2)C3)n[nH]c1=O,-1%,-5%,7,4,-0.1,10,-1%,-0.2,-19%
CS(=O)(=O)N1Cc2ccccc2CC1C(=O)OCC(=O)NCCc1ccc(S(N)(=O)=O)cc1 (stereo unspecified),16%,11%,·,-6,·,·,30%,·,-23%
C#CCNC(=O)c1ccc(OCc2ccccc2)cc1Cl,-2%,6%,4,-24,-0.5,-2,0%,-3.3,-24%
Cc1cc(C)n2nc(C(=O)N(C)C(c3ccccc3)c3ccccc3)nc2n1,9%,-1%,-10,12,0.4,3,22%[57.1 µM],0.5,-16%
COc1ccc(-c2csc(N(CC3CCCO3)C(=O)c3ccc(C)cc3)n2)cc1 (stereo unspecified),-3%,9%,-19,3,-0.4,0,11%[57.1 µM],1.6,-17%
CCOC(=O)[C@@H]1[C@H]2COc3cc(OC)ccc3[C@H]2N2C(=O)N(c3ccc(C)cc3)C(=O)[C@@]12C,-2%[57.1 µM],-7%,-13,1,2.0,13,3%[57.1 µM],-0.3,-30%
Clc1cccc(Cl)c1C1=NOC(c2nnc(-c3ccccc3)o2)C1 (stereo unspecified),3%,10%,5,-2,-0.6,-1,21%,-2.2,-24%
CC(C)c1ccc(CC(NC(=O)c2ccccc2)C(=O)NCC(=O)O)cc1 (stereo unspecified),5%[57.1 µM],-7%,11,0,0.3,3,?,0.1,?
CN(C)c1nc(-c2ccccc2)nc(-c2ccc(Cl)cc2)c1C#N,9%,3%,-6,7,-0.2,-2,19%,-1.3,-19%
Oc1ccccc1C=NN=Cc1c(O)ccc2ccccc12,14%[57.1 µM],1%,·,-9,·,·,1%[11.4 µM],·,-4%
Cn1c(COc2ccccc2)nnc1SCc1nc2ccccc2[nH]1,10%[57.1 µM],5%,-6,6,-0.5,-2,-6%[57.1 µM],-1.0,-9%
CC(C)C(NC(=O)c1ccccc1F)C(=O)OCC(=O)c1ccc(F)cc1 (stereo unspecified),7%[57.1 µM],1%,-29,-4,1.5,-6,12%,-3.1,-9%
COC(=O)c1c(NC(=O)CN2CCOCC2)sc2c1CCC(C)C2 (stereo unspecified),3%[57.1 µM],5%,-8,1,-0.3,-6,18%[57.1 µM],-0.5,-20%
O=C(c1ccc(Cl)cc1)[C@@H]1[C@@H]2C(=O)N(c3ccccc3)C(=O)[C@@H]2C2c3ccccc3C=NN21 (stereo partly specified),-15%,-16%,8,-12,3.7,6,-16%,3.6,-5%
Cc1ccccc1NC(=O)c1cccc(S(=O)(=O)Nc2cccc(C(=O)O)c2)c1,7%[57.1 µM],0%,10,3,0.4,-4,11%[57.1 µM],-0.5,-17%
CCOC(=O)c1ccoc1CSCC(=O)N1CCN(S(=O)(=O)c2ccc(C)cc2)CC1,2%[57.1 µM],4%,0,-4,0.1,3,19%[57.1 µM],-0.3,-10%

# A second format for 4 compounds above.
> COc1cc(/C=N/NC(=O)c2cc(-c3ccccc3)nc3ccccc23)cc(OC)c1O
  TrxR1 substrate: 1% | mIDH1 inhibitor: 4% | D2 antag: 18 | PI4K2A inh: -4 | TRHR agonist: -0.2 | TRHR PAM: -7 | rTrxR1 inhibitor: 14% | D2 ag: 0.9 | USP1 inh: -14%
> O=C(Nc1ccc(F)cc1)Nc1nnc(-c2ccccc2)o1
  TrxR1 substrate: 3% | mIDH1 inhibitor: -8% | D2 antag: 8 | PI4K2A inh: -4 | TRHR agonist: 0.1 | TRHR PAM: 0 | rTrxR1 inhibitor: 11% | D2 ag: 2.7 | USP1 inh: -2%
> Oc1ccccc1C=NN=Cc1c(O)ccc2ccccc12
  TrxR1 substrate: 14%[57.1 µM] | mIDH1 inhibitor: 1% | D2 antag: · | PI4K2A inh: -9 | TRHR agonist: · | TRHR PAM: · | rTrxR1 inhibitor: 1%[11.4 µM] | D2 ag: · | USP1 inh: -4%
> COCCn1c(SCC(=O)/C=C2\N(C)c3ccccc3C2(C)C)nnc1-c1ccncc1
  TrxR1 substrate: -6% | mIDH1 inhibitor: -10% | D2 antag: 6 | PI4K2A inh: 2 | TRHR agonist: 0.3 | TRHR PAM: 2 | rTrxR1 inhibitor: -17% | D2 ag: -0.6 | USP1 inh: -2%
